Assay outcomes (PubChem)
HepG2 viability – qHTS for Inhibitors of TGF-b: Cytotox Counterscreen; HepG2 CAGA-GFP viability, ATP luminescence, 18 h; hit rate 0.76% among 410,000; AID 588856, 2011; Potency, µM (titrated, usually from 46.1 µM), for inactives: top-dose activity change, negative = cytotoxicity, actives largely listed as cytotoxic; note: potency is the fitted concentration of half-maximal effect; some results filed as inactive show a strong effect at the top dose
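CellTiter-Glo luminescence gave cytotoxicity after 18 hours at 37 degrees C. The cells were HepG2 CAGA-GFP in 1% FBS DMEM, stimulated with 500 pg/mL TGF-beta after compound addition. %Activity was normalised to no-cell wells (complete cell-killing) and DMSO (no toxicity), and curves were fitted and classified.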
S2 tox – Viability Counterscreen for Primary qHTS for Inhibitors of ATXN expression. S2 cells (HEK-293 line with an ATXN2-luciferase reporter) viability, CellTiter-Fluor protease fluorescence, 24 h. Potency, µM (top dose mostly 56.7 µM), most hits filed as cytotoxic. hit rate 0.49% among 400,000. AID 651635, 2014; note: potency is the fitted concentration of half-maximal effect; nearly all actives have a fitted effect of over 40% in size
A549 viability – Nrf2 qHTS screen for inhibitors: counterscreen for cytotoxicity; A549 ARE-Fluc cells, CellTiter-Fluor viability, 18-24 h; Potency, µM (doses to about 46 µM), inactives show top-dose activity change, negative = cytotoxicity, hits mostly inhibitors; hit rate 0.16% among 390,000; note: potency is the fitted concentration of half-maximal effect; % is set by controls: 0 for no effect and ±100 for the full control effect
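Cytotoxicity counterscreen: CellTiter-Fluor fluorescence was measured in A549 ARE_Fluc cells after 18-24 h of compound exposure in a concentration series. The subsequent BugLite luminescent read reports ARE-luciferase activity.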
MCF10A rereplic – A quantitative high throughput screen for small molecules that induce DNA re-replication in MCF 10a normal breast cells; MCF 10A DNA re-replication, Hoechst nuclear intensity, 48 h; Potency, µM (titrated, usually from 46.1 µM), without a hit: at the highest dose activity, positive = re-replication, usual class: activators; hit rate 2.9% among 350,000; note: potency is the fitted concentration of half-maximal effect; % of control where 0% means no effect; nearly all actives have a fitted effect of over 50% in size
TGFb SMAD3 inh – qHTS for Inhibitors of TGF-b; HepG2 CAGA-GFP TGF-b/SMAD3 reporter, GFP fluorescence, 18 h; TGF-beta stimulated, 500 pg/mL final; Potency, µM (top dose mostly 46.1 µM), for the others: top-dose activity, negative = inhibition, most hits filed as inhibitors; hit rate 1.2% among 410,000; AID 588855, 2011; note: potency is the fitted concentration of half-maximal effect; % is set by controls: 0 for no effect and ±100 for the full control effect; nearly all actives have a fitted effect of over 65% in size
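HEPG2 CAGA-GFP, 1000 cells/well; 2 h settle, 37 C; cpd via pin tool; TGF-b 500 pg/mL final; 18 h, 37 C; GFP imaging ex488/em500-530; %Activity normalised to -TGF-b and +DMSO controls; CRC fit, curve class.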
Nrf2 inh – Nrf2 qHTS screen for inhibitors | A549 ARE-Fluc reporter, luciferase luminescence, 18-24 h | Potency, µM (highest dose often 46 µM), without a hit: top-dose activity change, negative = inhibition, actives largely listed as inhibitors | hit rate 2.1% among 360,000; note: potency is the fitted concentration of half-maximal effect; % is set by controls: 0 for no effect and ±100 for the full control effect; nearly all actives have a fitted effect of over 60% in size
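A549 ARE_Fluc cells, 5000/well, 5% FBS OPTI-MEM; compounds in dose-response, 18-24 h at 37 °C/5% CO2; CellTiter-Fluor viability read (Ex 405/Em 525), then BugLite luciferase luminescence = Nrf2 activity.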
Nrf2 ARE act – qHTS of Nrf2 Activators | Potency, µM (top dose mostly 46.1 µM), without a hit: at the top dose activation, actives largely listed as activators | AREc32 ARE-luciferase reporter (MCF7-derived line), luminescence, 24 h | hit rate 0.31% among 410,000; note: potency is the fitted concentration of half-maximal effect; % of control where 0% means no effect; nearly all actives have a fitted effect of over 65% in size
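Cells of the AREc32 ARE-luciferase line are plated in OPTI-MEM containing 5% FBS and left overnight at 37 deg C. Compounds are pinned in, incubation continues 24 hr, and firefly luciferase signal is then measured.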
ATXN2 expr inh – Primary qHTS for Inhibitors of ATXN expression; HEK-293 ATXN2-luciferase reporter, luminescence, 24 h; Potency, µM (titrated, usually from 57 µM), for inactives: at the highest dose activity change, negative = inhibition, hits mostly inhibitors; hit rate 0.72% among 360,000; AID 1745845, 2022; note: potency is the fitted concentration of half-maximal effect; % is set by controls: 0 for no effect and ±100 for the full control effect; nearly all actives have a fitted effect of over 55% in size
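ATXN2-luciferase reporter cells (luciferase flanked by upstream and downstream ATXN2 gene portions) were treated 24 h at 37 °C with compounds at up to 57 uM. SteadyGlo luminescence gave expression; GF-AFC fluorescence gave viability.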
IL-1B inflam inh – qHTS for Inhibitors of Inflammasome Signaling: IL-1-beta AlphaLISA Primary Screen | THP-1 LPS/ATP IL-1B secretion, AlphaLISA, 16 h; active compounds read low | activity change, % at 57.5 µM | hit rate 4.7% among 360,000 | AID 743279, 2014; in the data active = activity change below about -50%; inconclusive = mostly about -30% to -49%; note: % is set by controls: 0 for no effect and ±100 for the full control effect
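THP-1 cells pretreated 1 hr with compounds (up to 57.5 uM final), then stimulated with LPS (250 ng/mL final) plus ATP (1.25 mM final); secreted IL-1B measured by AlphaLISA after 16 hr, decreased signal indicating inhibition.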
The depositor's hits bear a star; i = inactive; u = inconclusive; x = not tested or not shown; & = joins results of further samples; [ ] = another dose, or the depositor's remark. Unless noted, calls come from the whole dose curve; as a rule, active = well fitted curve in the direction sought with a large enough effect; inconclusive = small, poorly fitted or top-dose-only effect, or another doubt; inactive = no such curve, though single readings can be large; an effect the other way counts as inactive or inconclusive.

Preview, nine compounds:
SMILES	HepG2 viability	S2 tox	A549 viability	MCF10A rereplic	TGFb SMAD3 inh	Nrf2 inh	Nrf2 ARE act	ATXN2 expr inh	IL-1B inflam inh
CC(=O)N1c2ccc(S(=O)(=O)NCC3CCC(C(=O)NCCC(C)C)CC3)cc2CC1C (stereo not given)	-23%	x	10%	x	1%	-16%	3.5%	x	x
CC1CCCN(S(=O)(=O)c2ccc(NC(=O)C3CC(=O)N(C(C)(C)C)C3)cc2)C1 (stereo not given)	17%	i	1%	9%	0%	-25%	-0.6%	-6%	6
Cc1cc(=O)[nH]c(SCC(=O)c2ccc3c(c2)NC(=O)CO3)n1	4%	i	-7%	17%	-2%	11%	4.3%	-1%	29
O=C(COC(=O)c1ccco1)c1ccc(Cl)cc1	-14%	i	4%	u	1%	-1%	5.5%	10%	-18
CCOCCCn1c(=NC(C)=O)c(C#N)cc2c(=O)n3ccccc3nc21	-38%	x	u	2.6µM*	0%	-7%	0.2%	1%	-4
COC(=O)Cc1c(O)ccn(Cc2ccc(OC)c(OC)c2)c1=O	1%	i	0%	1%	10%	-7%	-0.2%	-10%	-2
COc1cc2c(cc1OC)C(c1ccc(OC)c(OC)c1OC)CC(=O)N2 (stereo not given)	-4%	i	-3%	-32%[9.22 µM]	6%	10%	7.4%	3%	24
CCn1c(SCC(=O)Nc2cc(S(=O)(=O)N3CCOCC3)ccc2OC)nnc1-c1ccncc1	-2%	i	0%	-2%	-13%	7%	-0.4%	x	7
Cc1cc(-n2c(C)cc(C(=O)CSc3ccccn3)c2C)no1	-10%	i	-2%	-12%	-1%	u	2.9%	32%[activator]	3

The listing, from the start:
SMILES	HepG2 viability	S2 tox	A549 viability	MCF10A rereplic	TGFb SMAD3 inh	Nrf2 inh	Nrf2 ARE act	ATXN2 expr inh	IL-1B inflam inh
CC(=O)N1c2ccc(S(=O)(=O)NCC3CCC(C(=O)NCCC(C)C)CC3)cc2CC1C (stereo not given)	-23%	x	10%	x	1%	-16%	3.5%	x	x
CC1CCCN(S(=O)(=O)c2ccc(NC(=O)C3CC(=O)N(C(C)(C)C)C3)cc2)C1 (stereo not given)	17%	i	1%	9%	0%	-25%	-0.6%	-6%	6
Cc1cc(=O)[nH]c(SCC(=O)c2ccc3c(c2)NC(=O)CO3)n1	4%	i	-7%	17%	-2%	11%	4.3%	-1%	29
O=C(COC(=O)c1ccco1)c1ccc(Cl)cc1	-14%	i	4%	u	1%	-1%	5.5%	10%	-18
CCOCCCn1c(=NC(C)=O)c(C#N)cc2c(=O)n3ccccc3nc21	-38%	x	u	2.6µM*	0%	-7%	0.2%	1%	-4
COC(=O)Cc1c(O)ccn(Cc2ccc(OC)c(OC)c2)c1=O	1%	i	0%	1%	10%	-7%	-0.2%	-10%	-2
COc1cc2c(cc1OC)C(c1ccc(OC)c(OC)c1OC)CC(=O)N2 (stereo not given)	-4%	i	-3%	-32%[9.22 µM]	6%	10%	7.4%	3%	24
CCn1c(SCC(=O)Nc2cc(S(=O)(=O)N3CCOCC3)ccc2OC)nnc1-c1ccncc1	-2%	i	0%	-2%	-13%	7%	-0.4%	x	7
Cc1cc(-n2c(C)cc(C(=O)CSc3ccccn3)c2C)no1	-10%	i	-2%	-12%	-1%	u	2.9%	32%[activator]	3
CC1(C)NC(=O)N(CCC(=O)Nc2ccc(C(C)(C)C)cc2)C1=O	6%	u	x	x	24%	x	0.9%	x	25
Cc1ccc(S(=O)(=O)N(C)CC(=O)N2CCCC2)cc1	-2%	i	2%	4%	-4%	10%	-0.4%	2%	-1
CCC(C)NC(=O)C1(NC(=O)Nc2ccccc2)CCCCC1 (stereo not given)	9%	i	-2%	-11%	-3%	1%	0.1%	x	-1
Cc1cc(SCC(=O)N2CCCC2)nc2ccccc12	-3%	i	x	3%	3%	-18%	0.3%	16%	-26
CCOc1ccc(C(=O)NNC2CC(=O)N(Cc3ccc(Cl)cc3)C2=O)cc1OC (stereo not given)	-16%	u	-5%	0%	-16%	-4%	-1.0%	-3%	-14
CN(C)c1ccc(C(=O)c2ccccc2C(=O)O)cc1[N+](=O)[O-]	7%	i	-12%	9%	6%	0%	-0.1%	0%	-12
Cc1[nH]c2ccc(F)cc2c1CCN(Cc1ccco1)C(=S)NC(C)(C)C	-34%	i	-1%	26%	-6%	23%	-0.5%	-32%	-26
CN1CCN(C(=O)CN(C2CCCCC2)S(=O)(=O)c2ccc(Br)cc2)CC1	-4%	i	-6%	-1%	2%	5%	2.9%	2%	-6
Cc1c(NC(=O)c2ccc3nsnc3c2)cccc1[N+](=O)[O-]	11%	i	9%	0%	-5%	4%	2.4%	x	6
O=C(Nc1cc([N+](=O)[O-])ccc1O)c1cccc([N+](=O)[O-])c1	-2%	i	0%	6%	-18%	3%	12%	23%	37
CCN(CC)S(=O)(=O)c1cccc(-c2n[nH]c(=S)n2CC(C)C)c1	-7%	i	9%	7%	-13%	-22%	0.3%	-2%	35
COC(=O)c1ccc(C2NC(C(=O)O)CS2)cc1 (stereo not given)	5%	i	2%	u	-7%	3%	0.2%	12%	11
CCOc1ccc(C(O)Cn2c(=N)n(CCN3CCCCC3)c3ccccc32)cc1 (stereo not given)	-61%	u	u	u	-3%	5%	0.3%	-33%	-60*
COC(=O)CN1CC(=O)c2ccccc2S1(=O)=O	8%	x	0%	x	3%	17%	x	x	x
COC(=O)c1cccc(Nc2nn3c(=O)c4cc5c(cc4nc3s2)OCO5)c1	-3%	i	-6%	x	-9%	1%[9.27 µM]	-0.6%	2%	x
CCc1ccc(Nc2nc(N3CCOCC3)nc(N3CCOCC3)n2)cc1	-21%	i	u	19%	-15%	-2%	0.3%	-27%	u

Next structures follow:
SMILES	HepG2 viability	S2 tox	A549 viability	MCF10A rereplic	TGFb SMAD3 inh	Nrf2 inh	Nrf2 ARE act	ATXN2 expr inh	IL-1B inflam inh
CCS(=O)(=O)c1ccc(C(=O)Nc2cccc(Cl)c2)c(Cl)c1Cl	-1%	i	-3%	12%	u	x	0.6%	0%	u
Cc1ccc(C(=O)N[C@H](C(=O)Nc2cc(Cl)cc(Cl)c2)C(C)C)cc1	-20%	i	0%	-8%	-28%	7%	-0.4%	-11%	32
COCCN(CC(=O)NC1CCCCC1)C(=O)CSc1nc2ccccc2o1	8%	u	-10%	0%	-1%	-2%	-0.1%	-5%	-17
Cc1ccccc1Cn1c(=O)n(CC2CCC(C(=O)N3CCOCC3)CC2)c(=O)c2sccc21 (stereo not given)	-1%	i	3%	x	12%	u	0.1%	8%	x
Fc1ccc(Nc2nc(-c3cccnc3)cs2)cc1	-13%	u	0%	2%	5%	u	14%	39%[activator]	11
Cc1cc(NC(=O)CSCc2ccccc2)no1	3%	u	1%	-9%	3%	12%	0.1%	x	9
O=C(NCC1CCCN1S(=O)(=O)c1cccs1)c1ccc([N+](=O)[O-])cc1 (stereo not given)	3%	i	-6%	10%	6%	u	4.8%	0%	0
CN(C)Cc1c(C(=O)N/N=C/c2cccs2)nnn1-c1nonc1N	-2%	i	-4%	0%	-1%	-5%	2.6%	-11%	2
CC(C)CC1c2[nH]c3ccccc3c2CCN1CCCn1cccn1 (stereo not given)	-7%	u	-9%	u	23%	u	2.3%	38%[activator]	-19
Cc1ccsc1/C=N/NC(=O)Cc1cc(=O)[nH][nH]1	1%	i	1%	-1%	-1%	-4%	0.5%	16%	4
COc1ccc(SC2=C[C@@]3(O)CC[C@@H](O)[C@@](Sc4ccc(OC)cc4)(C2=O)[C@H]3O)cc1	x	u	x	x	x	x	10%	-30%	45
CCOc1ccc(Br)cc1C1NC(=O)c2c(sc3c2CCN(C)C3)N1 (stereo not given)	-2%	i	0%	x	16%	3%	9.2%	0%	x
COc1ccc(/C=N/NC(=O)c2ccccc2O)cc1Cn1cc(Cl)cn1	-15%	i	15%	14%	-3%	x	1.5%	-1%	0
CCOC(=O)C(NC(=O)CC)(Nc1sc2c(c1C(=O)OC)CCN(C)C2)C(F)(F)F (stereo not given)	0%	u	13%	-7%	-4%	4%	0.1%	-8%	10
CCS(=O)CC(=O)Nc1c(-c2ccccc2)oc2ccccc2c1=O (stereo not given)	9%	u	0%	u	5%	11%	3.2%	-17%	x
CCCNc1c(NS(=O)(=O)c2ccc(Cl)s2)c(=O)oc2ccccc12	0%	i	2%	2%	-7%	u	-0.4%	-5%	30
Cc1cc(N2CCOCC2)ncc1[N+](=O)[O-]	0%	i	x	1%	-12%	-11%	0.4%	15%	-12
CC(C)OCCCN(C)C1CCN(S(=O)(=O)c2csc(C(N)=O)c2)CC1	11%&-5%	i	u	-1%	u	u	-0.1%&-1.1%	-3%&-3%	3
Cn1c(SCC(=O)Nc2sccc2C(N)=O)nc2ccccc2c1=O	-22%	i	0%	u	-12%	-26%	6.0%	1%	0
CCc1ccc2[nH]c(=O)c(C3C(C#N)=C(N)Oc4c3ccc3cccnc43)cc2c1 (stereo not given)	-4%	i	u	u	u	15µM*	-0.4%	u	99
Cc1ccc(O)c(C2=Nc3ccccc3C2(C)C)c1	-10%	i	-2%	5%	-6%	u	3.4%	47%[activator]	24
COC(=O)C1CN(C(=O)COc2ccc(C)c(C)c2)c2ccccc2O1 (stereo not given)	-8%	i	-1%	18%	-3%	3%	0.1%	1%	39
Cc1ccc2nc(-c3cccc(SC4CCCCC4)c3)c(NCc3ccccc3)n2c1	-34%	u	-21%	18µM*	u	u	-3.6%&-0.7%	u	-3&-1

Not a hit list. Share with any hit: about 8.8%.
